Bioassay records deposited in PubChem by several laboratories.
CR mimetic SO = reduction of superoxide in aged yeast, primary screen, HTS | S. cerevisiae aged cells, superoxide DHE fluorescence; hits give low values | superoxide response (% of plate mean), % at 10 µM | 330,000 compounds, 0.18% hits;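 active = superoxide response under a set limit, about three screen SD below normal, cut at about 65% in these data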;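 also: yeast aged for seven days with compound at 30 °C before DHE staining; 100% = average MFI of all compound-treated wells on the plate with controls excluded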
AHR act = AHR activators, primary screen, cell-based, luminescence, luciferase reporter, human; activation, % at 5 µM; Aryl hydrocarbon receptor (Homo sapiens), P35869; AID 2796, 2010; AHR-responsive luciferase reporter cells; 320,000 compounds, 2.5% hits; in the data active = activation above about 47%;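 also: 0% = vehicle wells and 100% = reference agonist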
RPL19A-GFP yeast = RPL19A-GFP expression modulators in yeast, primary screen, cell-based, S. cerevisiae, multiplex flow cytometry, MLPCN; percent response vs DMSO, % at 10 µM; S. cerevisiae RPL19A-GFP strain, 3 h; hits give low values; AID 2025, 2009; 330,000 compounds, 0.3% hits;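 active = percent response vs DMSO below 50%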;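 also: median channel GFP fluorescence of the barcoded RPL19A-GFP strain; ratio of sample median GFP to plate DMSO average so 100% = DMSO; lower means less RPL19A-GFP as with rapamycin TOR inhibition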
JMJD2C inh = inhibitors of GASC-1 histone demethylase, primary screen, biochemical, fluorescence, DELFIA europium; 330,000 compounds, 0.069% hits; inhibition, % at 2.35 µM; Lysine-specific demethylase 4C (Homo sapiens), Q9H3R0; GST-JMJD2C(1-420) H3K9me3 demethylation;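 active = more than half of a compound's replicate wells show inhibition beyond 50%, single wells judged on their own value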;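 also: signal counts dimethyl H3K9 product captured on neutravidin plate; 0% = median of DMSO wells and 100% = 0.3 times that DMSO median; strong numbers were not always called active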
Target sequence (Q9H3R0 1-420 limits assumed): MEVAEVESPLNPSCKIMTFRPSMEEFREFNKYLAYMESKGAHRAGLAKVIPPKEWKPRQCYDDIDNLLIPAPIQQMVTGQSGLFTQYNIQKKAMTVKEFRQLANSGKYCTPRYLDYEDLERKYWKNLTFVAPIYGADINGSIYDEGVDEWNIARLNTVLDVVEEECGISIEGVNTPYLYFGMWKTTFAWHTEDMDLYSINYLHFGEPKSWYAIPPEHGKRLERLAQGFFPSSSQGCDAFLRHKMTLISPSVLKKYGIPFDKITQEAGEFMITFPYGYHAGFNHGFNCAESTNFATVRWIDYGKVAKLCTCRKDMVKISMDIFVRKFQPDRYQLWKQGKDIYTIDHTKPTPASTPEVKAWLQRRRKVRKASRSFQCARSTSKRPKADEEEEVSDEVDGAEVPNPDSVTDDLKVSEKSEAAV
proCasp7 act = procaspase-7 activators, primary screen, counter-screen for procaspase-3 activator project, biochemical, absorbance, HTS, human | Caspase-7 (Homo sapiens), P55210 | recombinant procaspase-7, Ac-DEVD-pNA absorbance 405 nm; D23A/D198A/D206A triple mutant, cannot self-cleave; scale: DMSO 0, 5 µM enzyme 100 | AID 463210, 2010 | 330,000 compounds, 0.093% hits | activation, % at 8.5 µM;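 active = percent activation above the screen-wide mean plus 3 SD, cut at about 25% in these data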
Target sequence (P55210 whole entry D23A/D198A/D206A): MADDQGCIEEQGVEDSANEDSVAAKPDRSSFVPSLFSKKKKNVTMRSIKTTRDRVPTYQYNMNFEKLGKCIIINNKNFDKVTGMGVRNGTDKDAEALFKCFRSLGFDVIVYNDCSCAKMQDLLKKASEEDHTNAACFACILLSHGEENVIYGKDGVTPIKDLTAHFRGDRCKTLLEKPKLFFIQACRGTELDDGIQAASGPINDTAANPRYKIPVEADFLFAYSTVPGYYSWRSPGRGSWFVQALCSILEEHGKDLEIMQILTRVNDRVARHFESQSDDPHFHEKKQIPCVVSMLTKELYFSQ
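Detection: p-Nitroaniline absorbance at 405 nm, read at 0 and 120 min; system: Uncleavable procaspase-7 mutant enzyme; evaluation: % activation from two-timepoint absorbance difference, scaled to controls; times: 1 h enzyme–compound preincubation and 2 h substrate reaction, both 25 °C; buffer or medium: Zinc-free HEPES pH 7.4 with 300 mM NaCl, 0.01% Triton X-100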
MEP2-GFP yeast = modulators of MEP2-GFP levels in yeast, primary screen, S. cerevisiae, multiplex flow cytometry, MLPCN library; GFP response vs DMSO, % at 10 µM; S. cerevisiae MEP2-GFP strain, 3 h; 100% = DMSO control level; 330,000 compounds, 0.51% hits;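 active = GFP response versus DMSO above a set limit, roughly screen mean plus 3 SD, cut at about 180% in these data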;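 also: median GFP fluorescence of the barcode-gated MEP2-GFP cells per well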
proCasp3 act = activators of human procaspase-3 D3A mutant, primary screen, biochemical, absorbance, PC-3 D3A mutant, single concentration; recombinant procaspase-3 D3A, Ac-DEVD-pNA absorbance 405 nm; activation, % at 8.5 µM; 330,000 compounds, 0.11% hits; AID 463141, 2010; Caspase-3 (Homo sapiens), P42574;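 active = activation above the mean of all tested compounds plus 3 SD, cut at about 21% in these data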;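 also: 0% = DMSO alone and 100% = DMSO wells spiked with extra 5 µM PC-3 D3A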
Target sequence (P42574 whole entry D9A/D28A/D175A): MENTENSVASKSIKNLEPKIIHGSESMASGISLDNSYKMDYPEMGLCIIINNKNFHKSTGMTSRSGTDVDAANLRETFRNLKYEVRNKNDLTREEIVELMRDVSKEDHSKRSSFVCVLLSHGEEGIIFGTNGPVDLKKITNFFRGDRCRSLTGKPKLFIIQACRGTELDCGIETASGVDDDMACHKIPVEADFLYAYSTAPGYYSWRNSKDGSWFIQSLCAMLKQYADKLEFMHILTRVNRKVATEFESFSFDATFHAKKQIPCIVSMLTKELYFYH
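Technique: 405 nm absorbance of p-nitroaniline, reads at 0 and 120 min; Test system: Procaspase-3 D3A mutant; Incubation: 1 h enzyme-compound preincubation, then 2 h substrate reaction, 25 °C; Repeats: singlicate, each compound tested once; Benchmarks: low control DMSO wells, high control DMSO plus 5 µM PC-3 D3A.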
LAP4-GFP MLPCN = modulators of LAP4-GFP expression in yeast, primary screen, S. cerevisiae, multiplex flow cytometry, MLPCN library. 3 h; median GFP as percent of DMSO wells. GFP response vs DMSO, % at 10 µM. 320,000 compounds, 0.34% hits. AID 2023, 2009;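 active = GFP response vs DMSO above a set limit, about the screen mean plus 3 SD, cut at about 150% in these data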
Starred values were filed as active, the others as inactive; · = no result given.

SMILES	CR mimetic SO	AHR act	RPL19A-GFP yeast	JMJD2C inh	proCasp7 act	MEP2-GFP yeast	proCasp3 act	LAP4-GFP MLPCN
Cc1ccccc1C(=O)NNC(=S)NC(=O)c1ccc(Cl)cc1Cl	240.6	-0.7	91.4	-2.2	-21.3	108.4	-2.1	182.0*
CCOCCCNC(=O)C(NC(=O)c1ccccc1O)c1ccccc1 (centres undefined)	101.8	-0.8	91.2	3.3	7.0	103.0	-1.4	90.8
O=S(=O)(Nc1ccc(Cl)c(Cl)c1)N1CCOCC1	91.8	0.6	107.2	3.5	6.4	100.6	-1.0	75.2
COCCNS(=O)(=O)c1ccc2c(c1)C(=O)c1cc(S(=O)(=O)NCCOC)ccc1-2	98.1	2.6	99.9	7.7	-5.4	106.7	9.4	97.7
COc1ccc(NC2=NC(=S)N(c3cccc(C)c3)C23CCCCC3)cc1	103.6	0.6	94.8	-11.2	-8.9	103.8	4.1	·
COc1ccccc1N1CCN(C(=O)CSc2nnc(NC(=O)C3CCC3)s2)CC1	84.8	2.1	96.7	-0.2	1.8	105.1	2.1	99.6
CCCOc1nc(SCCC)nc2c1cnn2-c1ccccc1	93.6	2.7	104.4	6.4	15.2	107.9	-0.4	103.2
CCOC(=O)N1CCC(Nc2cc(C)nc3c(-c4ccccc4OC)c(C)nn23)CC1	96.9	-2.1	100.1	2.6	2.1	98.8	4.1	101.9
Cc1ccc(NC(=O)Cn2cnc3c(=O)n(C)c(=O)n(C)c32)c(C)c1	105.5	3.6	102.5	-11.7	1.0	105.7	1.2	101.0
CC[C@]1(c2ccccc2)C(=O)N(C(=O)OC)N1C(=O)OC	101.3	-1.4	101.3	-0.6	14.4	116.2	2.7	108.7
COC(=O)C1=C(CN2CCSCC2)NC(=O)NC1c1cc(C)ccc1C (centres undefined)	80.1	-3.3	99.4	-3.6	16.3	101.8	1.5	98.8
CCOc1ccc(C)cc1S(=O)(=O)Nc1ccc(Cl)cn1	103.4	-0.2	99.3	38.9	2.4	106.3	9.8	101.6
Cc1cc(C)n2ncc(C(=O)NCCc3ccccc3)c2n1	105.5	10.1	97.3	-23.3	-4.3	111.8	2.8	106.2
Cc1cccc(NC(=S)NC(=O)c2ccc(Br)o2)c1C	93.5	36.1	101.2	-15.3	-16.5	106.9	-7.9	107.0
COc1ccc(Br)cc1CNc1ccccc1	103.8	·	109.1	-15.9	·	105.5	·	93.0
COc1ccc(Cn2nnnc2C(c2cccs2)N2CCOCC2)cc1 (centres undefined)	96.5	1.0	104.1	-5.2	3.7	104.6	-8.2	108.6
Cc1cc(C(=O)NC2Cc3ccccc3C2)c(C)o1	100.8	3.5	95.1	-0.6	1.3	99.2	-0.5	111.8
O=C(CCS(=O)(=O)c1ccccc1)Nc1nc2c(s1)CCCC2	93.8	41.0	101.4	-0.3	15.6	97.0	7.0	101.8
NC(=O)CCCSc1nc2ccccc2[nH]1	104.2	0.2	100.1	2.1	8.8	100.8	-0.1	112.4
O=C1OCCC1Sc1nnc(-c2ccc(Cl)cc2)n1Cc1ccccc1 (centres undefined)	101.9	9.2	104.6	1.7	-16.6	109.4	-4.2	96.7
CCC(=O)Nc1ccc2c(c1)C(=O)N(C1CCCCC1)C2=O	103.6	-2.0	96.0	6.4	-1.6	100.9	7.0	107.3
O=C(Nc1cc(Cl)ccc1N1CCOCC1)c1cnccn1	110.6	5.0	103.7	5.5	3.2	104.7	-6.1	105.3
CCC1(c2ccccc2)NC(=S)N(c2cccc(C)c2C)N1 (centres undefined)	90.8	9.3	103.5	-3.3	-9.6	106.8	-5.0	103.7
N#Cc1cccc(S(=O)(=O)N2CCN(c3ccnc4cc(Cl)ccc34)CC2)c1	94.7	2.0	102.5	-6.2	-7.8	97.8	2.0	101.0
O=C(CCS(=O)(=O)c1ccccc1)Nc1nc2ccc(F)cc2s1	95.5	18.1	96.2	-1.8	2.1	95.6	-2.0	98.2

10 entries already listed, arranged by molar mass, highest first:
SMILES	CR mimetic SO	AHR act	RPL19A-GFP yeast	JMJD2C inh	proCasp7 act	MEP2-GFP yeast	proCasp3 act	LAP4-GFP MLPCN
CCOC(=O)N1CCC(Nc2cc(C)nc3c(-c4ccccc4OC)c(C)nn23)CC1	96.9	-2.1	100.1	2.6	2.1	98.8	4.1	101.9
N#Cc1cccc(S(=O)(=O)N2CCN(c3ccnc4cc(Cl)ccc34)CC2)c1	94.7	2.0	102.5	-6.2	-7.8	97.8	2.0	101.0
O=C1OCCC1Sc1nnc(-c2ccc(Cl)cc2)n1Cc1ccccc1 (centres undefined)	101.9	9.2	104.6	1.7	-16.6	109.4	-4.2	96.7
COC(=O)C1=C(CN2CCSCC2)NC(=O)NC1c1cc(C)ccc1C (centres undefined)	80.1	-3.3	99.4	-3.6	16.3	101.8	1.5	98.8
Cc1cccc(NC(=S)NC(=O)c2ccc(Br)o2)c1C	93.5	36.1	101.2	-15.3	-16.5	106.9	-7.9	107.0
O=C(CCS(=O)(=O)c1ccccc1)Nc1nc2c(s1)CCCC2	93.8	41.0	101.4	-0.3	15.6	97.0	7.0	101.8
CCOc1ccc(C)cc1S(=O)(=O)Nc1ccc(Cl)cn1	103.4	-0.2	99.3	38.9	2.4	106.3	9.8	101.6
CCC1(c2ccccc2)NC(=S)N(c2cccc(C)c2C)N1 (centres undefined)	90.8	9.3	103.5	-3.3	-9.6	106.8	-5.0	103.7
Cc1cc(C(=O)NC2Cc3ccccc3C2)c(C)o1	100.8	3.5	95.1	-0.6	1.3	99.2	-0.5	111.8
NC(=O)CCCSc1nc2ccccc2[nH]1	104.2	0.2	100.1	2.1	8.8	100.8	-0.1	112.4

(more compounds)
SMILES	CR mimetic SO	AHR act	RPL19A-GFP yeast	JMJD2C inh	proCasp7 act	MEP2-GFP yeast	proCasp3 act	LAP4-GFP MLPCN
CCN1CCN(C(CC(C)C)c2nnnn2CS(=O)(=O)c2ccc(C)cc2)CC1 (centres undefined)	91.3	-1.9	100.5	-3.0	2.1	99.6	2.6	100.8
NS(=O)(=O)c1cccc(NC(=O)COC(=O)CCSc2ccccc2)c1	81.9	4.7	103.8	-16.9	2.5	98.4	0.4	86.3
CCOC(=O)c1ccc(NC(=O)CSc2nc3c(c(=O)n2CC)SC(C)C3)cc1 (centres undefined)	87.3	-0.6	91.3	15.0	13.9	94.7	0.9	96.7
O=C(O)Cc1ccc2ocnc2c1	97.2	-0.6	96.2	-27.1	3.3	98.7	9.2	90.5
Cc1cccc(C(=O)NNC(=O)c2ccc(NC(=O)C(C)(C)C)cc2)c1	94.0	-1.2	99.7	-6.5	-2.3	96.1	3.1	90.6
C[C@H](CO)N1C[C@H](C)[C@@H](CN(C)C(=O)Nc2ccccc2)Oc2ccc(NC(=O)Nc3ccc(C(F)(F)F)cc3)cc2C1=O	102.5	-1.9	98.9	·	-2.2	98.7	8.0	107.1
Cc1noc(C)c1NC(=O)N(C)C[C@H]1Oc2ccc(NC(=O)Cc3ccccc3)cc2C(=O)N([C@H](C)CO)C[C@@H]1C	78.9	-1.9	·	12.0	0.7	·	10.3	·
O=C(OCc1ccc(Br)cc1)c1cnc(Cl)c(Cl)c1	98.9	3.6	101.1	3.9	-7.8	98.1	-5.2	107.5
CCOC(=O)C1=C(C)N(c2ccccc2)C(=O)/C1=C\c1cccs1	84.3	-1.4	102.9	1.2	0.7	143.9	3.0	102.8
Cc1ccccc1CN1CCN(S(=O)(=O)c2ccc(Cl)s2)CC1	86.4	4.7	101.5	-6.4	7.8	108.3	2.0	99.5
CCCN(CC1CCCO1)C(=O)CCc1nnc(-c2cc(C)on2)o1 (centres undefined)	104.5	-0.7	94.0	-0.4	4.9	87.6	0.3	87.4
O=C(Nc1ccc(Br)cc1)C1CCCN(C2=NS(=O)(=O)c3ccccc32)C1 (centres undefined)	81.7	0.9	92.5	-1.6	7.4	93.3	-3.1	92.1
CN1/C(=C/C(=O)CSc2ccccc2C(=O)O)C(C)(C)c2ccccc21	102.8	0.9	103.0	-0.5	4.2	112.6	4.0	105.5
CCC(=O)c1ccc(OC(=O)Cc2ccc(OC)cc2)cc1	88.0	-0.6	105.8	10.3	-11.3	99.5	-3.3	81.8
O=C(NCc1ccc(F)cc1)C1CCCN(C(=O)NCc2ccccc2)C1 (centres undefined)	94.3	-1.0	105.9	-3.8	-4.4	106.0	4.3	107.9
CC1=CC2=NC(=O)CC(C)(C(=O)N(CC(=O)NC3CCCC3)c3ccccc3C)N2C=C1 (centres undefined)	97.5	-0.7	95.0	-2.4	-11.3	103.1	1.2	100.7
Cc1cccc(NC(=O)c2ccc(Cl)nc2)n1	108.3	1.5	93.3	0.1	3.1	96.2	-2.0	86.1
Cc1cc(C)nc(NNC2=CC(=O)CC(C)(C)C2)n1	95.3	2.9	101.2	2.9	-3.9	102.6	-4.9	86.6
COCCCn1c(C(=O)N2CC(C)OC(C)C2)cc2c(=O)n3cccc(C)c3nc21 (centres undefined)	103.4	3.2	96.2	-4.3	-1.2	103.5	-4.0	101.4
Cc1oc2c(c1C(=O)NCc1cccnc1)C(=O)c1ccccc1C2=O	177.1	-14.7	105.9	2.7	8.1	101.5	6.5	139.1
Cc1cc(NC(=O)CN(C)S(=O)(=O)c2cccc(Cl)c2)no1	145.4	1.4	99.2	10.4	0.1	98.9	2.1	103.5
COc1cc(C(=O)N(C)C2CCCCC2)ccc1OC1CCN(C(C)=O)CC1	118.1	0.1	97.3	-19.8	9.8	102.1	1.5	89.2
COc1ccc(CC2(CO)CCN(Cc3cnn(-c4ccccc4OC)c3)CC2)cc1	84.5	0.5	93.0	1.2	0.6	98.8	-0.1	96.0
NC(=O)CN1C(=O)C(=O)N(Cc2cccc(C(F)(F)F)c2)C1=O	117.7	1.2	107.6	-7.1	1.5	106.2	-2.2	100.9
O=C(COc1ccc(Cl)cc1[N+](=O)[O-])NC1CCCCC1	107.7	2.2	85.7	1.8	2.3	92.2	-5.9	136.9
Cc1nc2ccc(NS(=O)(=O)c3ccccc3F)cc2s1	88.2	0.0	109.1	-9.2	-10.9	121.5	3.5	114.8
COc1ccc2c(c1)C(C)(CCN)C(=O)N2C (centres undefined)	100.4	-2.8	104.0	-66.0	1.1	94.9	2.9	113.1
